# Screening data (PubChem)
# EPAC2 agonist – activates human EPAC2 exchange factor; Q8WZA2; EPAC2 activation, biochemical qHTS; response scale: 100% = 6.5 mM cAMP response; Potency, µM (top dose mostly 154 µM), for the others: top-dose activation, usual class: activators; actives 0.079% (n = 360,000); further: potency means the concentration at half of the fitted maximal effect; nearly all actives have a fitted effect of over 50% in size
# Target sequence (Q8WZA2 whole entry, looked up): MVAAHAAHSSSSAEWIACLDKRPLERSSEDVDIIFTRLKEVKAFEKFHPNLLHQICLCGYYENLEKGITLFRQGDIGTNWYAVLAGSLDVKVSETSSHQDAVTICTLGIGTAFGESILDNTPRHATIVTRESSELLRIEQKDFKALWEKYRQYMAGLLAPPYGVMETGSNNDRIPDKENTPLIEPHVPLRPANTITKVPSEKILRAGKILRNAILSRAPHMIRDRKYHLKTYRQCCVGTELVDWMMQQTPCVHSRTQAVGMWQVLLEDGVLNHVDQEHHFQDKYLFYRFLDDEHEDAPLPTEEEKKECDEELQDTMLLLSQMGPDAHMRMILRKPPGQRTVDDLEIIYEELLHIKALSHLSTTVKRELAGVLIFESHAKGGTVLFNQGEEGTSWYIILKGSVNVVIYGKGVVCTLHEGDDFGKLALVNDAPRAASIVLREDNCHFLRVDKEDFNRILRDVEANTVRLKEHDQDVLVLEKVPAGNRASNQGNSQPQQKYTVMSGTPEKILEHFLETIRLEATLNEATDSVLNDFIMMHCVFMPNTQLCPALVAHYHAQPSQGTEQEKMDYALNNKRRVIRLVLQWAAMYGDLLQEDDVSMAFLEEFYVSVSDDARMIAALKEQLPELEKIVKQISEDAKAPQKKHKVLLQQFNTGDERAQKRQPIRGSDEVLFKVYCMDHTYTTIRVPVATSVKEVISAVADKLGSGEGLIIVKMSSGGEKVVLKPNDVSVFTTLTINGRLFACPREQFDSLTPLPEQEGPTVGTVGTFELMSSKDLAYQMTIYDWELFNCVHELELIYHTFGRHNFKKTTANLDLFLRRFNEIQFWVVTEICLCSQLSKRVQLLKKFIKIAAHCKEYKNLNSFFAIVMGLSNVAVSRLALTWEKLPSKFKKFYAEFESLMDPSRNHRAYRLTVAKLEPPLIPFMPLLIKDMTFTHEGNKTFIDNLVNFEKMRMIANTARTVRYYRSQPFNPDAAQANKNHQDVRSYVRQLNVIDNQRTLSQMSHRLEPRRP
#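 Exchange assay: 100 nM EPAC2 with 250 nM Rap1B-BODIPY-GDP and 50 uM GDP. Fluorescence (ex 480/em 540 nm) read every 5 min for 30 min at room temperature. Data normalized to 6.5 mM cAMP as agonist control.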
# pAkt inh – Akt phosphorylation inhibition; activity change, % for hits at 50 µM; actives 0.32% (n = 360,000); Neuro2A IGF-stimulated pAkt S473 HTRF, 20 min; active compounds read low; in the data active means activity change below about -80%; inconclusive means mostly about -51% to -80%; further: on the % scale 0 is the no-effect control and ±100 the full control effect
#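 Neuro2A cells (4,500/well, DMEM with 0.5% FBS) were treated with compound at a single 50 µM final concentration, stimulated with 6 nM IGF for 20 min at 37 °C, and lysed. Phospho-Akt Ser473 was read by HTRF as 665/615 ratio ×10^4.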
# Nrf2 block – Nrf2 pathway inhibition. A549 ARE-Fluc reporter, luciferase luminescence, 18-24 h. Potency, µM (titrated, usually from 46 µM), for the others: at the top dose activity change, negative = inhibition, hits mostly inhibitors. actives 2.1% (n = 360,000); further: potency means the concentration at half of the fitted maximal effect; on the % scale 0 is the no-effect control and ±100 the full control effect; nearly all actives have a fitted effect of over 60% in size
#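 Nrf2 activity is the BugLite luminescence, read 15 min after reagent at room temperature, following CellTiter-Fluor cytotoxicity readout (30 min, 37C). Compound titrations were applied for 18-24 h to 5000 A549 ARE_Fluc cells/well in 5% FBS OPTI-MEM.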
# MmCpn inh – inhibitors of Methanococcus maripaludis chaperonin (MmCpn); Potency, µM (series often up to 76.9 µM), without a hit: top-dose activity, negative = inhibition, hits mostly inhibitors; actives 0.031% (n = 330,000); purified Mm-Cpn ATPase, ADP Transcreener TR-FRET; further: potency means the concentration at half of the fitted maximal effect; on the % scale 0 is the no-effect control and ±100 the full control effect; nearly all actives have a fitted effect of over 80% in size
#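 Inhibition of chaperonin ATP hydrolysis is measured as reduced ADP production, detected by competitive TR-FRET in which signal falls with ADP. Final enzyme 25 nM and ATP 10 uM, reacted 30 min at 37°C.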
# A549 tox – counter-screen for Nrf2 inhibitors: cytotoxicity in A549 cells; A549 ARE-Fluc cells, CellTiter-Fluor viability, 18-24 h; Potency, µM (doses to about 46 µM), inactives show at the highest dose activity change, negative = cytotoxicity, most hits filed as inhibitors; actives 0.16% (n = 390,000); further: potency means the concentration at half of the fitted maximal effect; on the % scale 0 is the no-effect control and ±100 the full control effect
#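 A549 ARE-Fluc cells in 5% FBS OPTI-MEM, 5000 cells/well, rested 2 h then exposed to compounds in concentration-response for 18-24 h at 37 °C. Viability by CellTiter-Fluor fluorescence (Ex 405/Em 525) after 30 min; luciferase luminescence (BugLite, 15 min, RT) read afterwards.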
# CCT chaperon mod – cytosolic chaperonin activity modulation | purified chaperonin ATPase assay, HTRF ADP detection, 30 min | activity change, % (no concentration beside the values), hits read low | actives 0.3% (n = 360,000) | AID 651819; in the data active means activity change below about -30%; further: on the % scale 0 is the no-effect control and ±100 the full control effect
#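 Enzyme 40 or 20 nM (batch-dependent) in Tris pH 7.4/KCl/MgCl2/DTT; cpd 76 uM single point; ATP 10 uM; 30 min 37 °C; Transcreener ADP HTRF detection, 30 min RT; ratio 665/615.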
# TGFb SMAD3 inh – inhibitors of TGF-b signaling | actives 1.2% (n = 410,000) | AID 588855 | Potency, µM (top dose mostly 46.1 µM), for the others: at the top dose activity, negative = inhibition, hits mostly inhibitors | HepG2 CAGA-GFP TGF-b/SMAD3 reporter, GFP fluorescence, 18 h; TGF-beta stimulated, 500 pg/mL final; further: potency means the concentration at half of the fitted maximal effect; on the % scale 0 is the no-effect control and ±100 the full control effect; nearly all actives have a fitted effect of over 65% in size
#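 Per well, imaged GFP fluorescence of HEPG2 CAGA-GFP cells gives the signal; cells get compound, then TGF-beta (500 pg/mL final), 18 h at 37 degrees C; %Activity versus -TGF-beta and +DMSO controls.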
# EPAC2 antagonist – antagonists of human EPAC2; EPAC2 GEF exchange of Rap1B-BODIPY-GDP, fluorescence; Potency, µM (highest dose often 114 µM), inactives show at the highest dose activity, negative = inhibition, usual class: inhibitors; actives 0.18% (n = 360,000); further: potency means the concentration at half of the fitted maximal effect; on the % scale 0 is the no-effect control and ±100 the full control effect; nearly all actives have a fitted effect of over 45% in size; many of its hits are not listed in these tables
# Nrf2 ARE act – activators of Nrf2 (ARE) signaling. AREc32 ARE-luciferase reporter (MCF7-derived line), luminescence, 24 h. Potency, µM (titrated, usually from 46.1 µM), for the others: at the highest dose activation, hits mostly activators. actives 0.31% (n = 410,000). AID 624171; further: potency means the concentration at half of the fitted maximal effect; % of control where 0% means no effect; nearly all actives have a fitted effect of over 65% in size
#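 AREc32 cells carrying an ARE-driven firefly luciferase reporter were seeded at 1000 cells/well in OPTI-MEM with 5% FBS, then exposed to compound for 24 hr at 37 deg C. Luminescence was read with Steady-Glo after 30 min at RT.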
# * = called active by the depositor; i = inactive; ? = inconclusive; · = no result given; & = joins results of further samples; [ ] = remark or other dose. Unless noted, the call rests on the fitted dose curve; in most records, active means well fitted curve in the direction sought with a large enough effect; inconclusive means small, poorly fitted or top-dose-only effect, or another doubt; inactive means no such curve, though single readings can be large; an effect the other way counts as inactive or inconclusive.
SMILES,EPAC2 agonist,pAkt inh,Nrf2 block,MmCpn inh,A549 tox,CCT chaperon mod,TGFb SMAD3 inh,EPAC2 antagonist,Nrf2 ARE act
Cc1ccc(S(=O)(=O)N(C)CC(O)Cn2c3ccccc3c3ccccc32)cc1 (stereo not given),5%,-114%*,?,-5%,-17%,-2.9,?,-3%,2.6%
CCS(=O)(=O)c1ccc2oc(Nc3cc(C)cc(C)c3)nc2c1,2%,i,?,-1%,-15%,-3.3,-1%,-4%,-0.8%
CCn1cc(CNC(=O)c2cc(-c3ccccc3OC)nc3ccccc23)c(C)n1,0%,i,4%,-11%,0%,1.9,-6%,7%,4.7%
CCC1=C(c2ccc(C)cc2)S(=O)(=O)N=C1N1CCC(C(=O)Nc2ccccc2C(=O)OC)CC1,·,·,?,·,-1%,·,?,·,6.2%
O=C(COC(=O)CCSc1ccc(Cl)cc1)NCCc1ccccc1,21%,i,?,1%,?,-0.8,12%,-9%,0.3%
C[C@@H]1CN([C@@H](C)CO)C(=O)c2c(c3ccccc3n2C)-c2ccccc2CO[C@H]1CN(C)C(=O)[C@H](Cc1ccccc1)N(C)C,-5%,i,·,·,·,-0.3,?,1%,-0.4%
CC(C)Cn1c(=O)c2sccc2n2c(CCCC(=O)NC3CCCCC3)nnc12,·,·,7%,·,-3%,·,0%,·,-1.2%
COc1ccc(OC)c(/C=N/N2CCN(c3ccc(Cl)cc3)CC2)c1,0%,i,4%,1%,2%,0.7,-14%,1%,-0.7%
CC1CCCN(Cc2cccc(Oc3ccccc3)c2)C1 (stereo not given),-1%,i,6%,-8%,-8%,2.2,-16%,-1%,-0.1%
O=C(NCc1cccs1)c1nn(-c2ccccc2Cl)nc1CO,·,·,?,·,3%,·,0%,·,0.2%
COc1cc(CC(NC(C)=O)C(=O)NC2CCN(C(=O)c3cc(OC)c(OC)c(OC)c3)CC2)cc(OC)c1 (stereo not given),-1%,i,3%,-3%,-2%,-2.1,13%,-18%,0.5%
CCN1CCN(C(=O)C2CCN(Cc3nc(-c4cccc(Cl)c4)oc3C)CC2)CC1,7%,i,10%,0%,-2%,-4.1,1%,-1%,-0.5%
COc1cc(/C=C(/C#N)C(=O)NCCCc2ccccc2)ccc1OCC(=O)O,-6%,i,7%,0%,-8%,-2.1,8%,-4%,0.3%
CCOC(=O)/C(N=Nc1sc(C(=O)OC)c(C)c1C(=O)OCC)=C(\O)CCl,-9%,i,-3%,-2%,12%,-0.7,-8%,4%,3.0%
CCc1ccc(N(C(=O)CCC(=O)Nc2cc(C)on2)C(C(=O)NC(C)(C)C)c2ccc(OC)cc2)cc1 (stereo not given),-1%,i,-29%,-4%,-1%,1.2,-8%,2%,3.2%
O=C(O)C(Cc1ccccc1[N+](=O)[O-])N1C(=O)c2ccccc2C1=O (stereo not given),0%,i,-1%,·,-11%,-0.6,-5%,2%,2.2%
Cc1ccc2c(c1)-c1c(ssc1=S)C(C)(C)N2C(=O)c1ccco1,9%,i,?,1%,-17%,-5.5,?,16%,0.0%
Oc1c(Br)cc(C2N=C(c3ccccc3)NO2)cc1Br (stereo not given),-6%,i,5%,1%,1%,-3.5,-17%,0%,18%
CCC(Sc1nc2ccsc2c(=O)n1Cc1ccc(C(=O)O)cc1)C(=O)Nc1ccc(C)c(Cl)c1 (stereo not given),-12%,i,?,1%,-20%,1.3,?,?,3.7%
COc1ccc(S(=O)(=O)N2CC(C)OC(C)C2)cc1C(=O)N1CCCCC1 (stereo not given),3%,i,6%,2%,0%,-0.8,2%,6%,-0.9%
CN1CCN(C(=O)c2cc(=O)c3cc(Cl)ccc3o2)CC1,2%,i,13%,?,2%,0.0,6%,-4%,-0.9%
CN(C)CCN(Cc1ccccc1)S(=O)(=O)c1csc(C(N)=O)c1,3%,i,?,-1%,4%&6%,-0.8,2%&-15%,7%,-0.5%&-0.9%
CC(=O)Nc1ccc(S(=O)(=O)N2CCN(C(C)CCc3ccccc3)CC2)cc1 (stereo not given),10%,i,-15%,2%,5%,-1.1,-28%,-25%,0.3%
CN(Cc1ccccc1)C(=O)c1[nH]cnc1C(=O)NC1CCN(C(=O)OC(C)(C)C)CC1,0%,i,-12%,-2%,1%,-0.8,-19%,9%,0.8%

# Compounds from the list above that have two or more sulfur atoms (3):
SMILES,EPAC2 agonist,pAkt inh,Nrf2 block,MmCpn inh,A549 tox,CCT chaperon mod,TGFb SMAD3 inh,EPAC2 antagonist,Nrf2 ARE act
Cc1ccc2c(c1)-c1c(ssc1=S)C(C)(C)N2C(=O)c1ccco1,9%,i,?,1%,-17%,-5.5,?,16%,0.0%
CCC(Sc1nc2ccsc2c(=O)n1Cc1ccc(C(=O)O)cc1)C(=O)Nc1ccc(C)c(Cl)c1 (stereo not given),-12%,i,?,1%,-20%,1.3,?,?,3.7%
CN(C)CCN(Cc1ccccc1)S(=O)(=O)c1csc(C(N)=O)c1,3%,i,?,-1%,4%&6%,-0.8,2%&-15%,7%,-0.5%&-0.9%

# (continued)
SMILES,EPAC2 agonist,pAkt inh,Nrf2 block,MmCpn inh,A549 tox,CCT chaperon mod,TGFb SMAD3 inh,EPAC2 antagonist,Nrf2 ARE act
CCOc1ccccc1/C=c1\sc2ncnn2c1=O,2%,i,?,2%,-18%,3.1,0%,6%[57.1 µM],0.6%
Cc1ccc(-c2cc3nc(-c4ccccc4)cc(NCCCO)n3n2)cc1,13%,i,·,·,·,0.6,-4%,-2%,3.8%
CCc1ccc(-n2c(SCC(=O)c3ccc4c(c3)NC(=O)CO4)nc3ccccc3c2=O)cc1,9%,i,-11%,-3%,-14%,-1.8,-8%,5%,-1.0%
COc1ccccc1N1CCN(C(=O)N2CCOCC2)CC1,1%,i,3%,0%,-10%,1.7,17%,-7%,-0.9%
CCOC(=O)c1[nH]c2ccccc2c1NC(=O)C1CCCC1,-4%,i,1%,-1%,0%,0.3,-17%,2%,-1.2%
O=C(NC1CCCC1)C(c1ccco1)N(C(=O)c1ccco1)c1ccc(F)cc1 (stereo not given),6%,i,-8%,3%,-2%,0.6,3%,-17%,-0.5%
COc1ccc(N=c2oc3c(OC)cccc3cc2C(=O)NCc2ccco2)c(OC)c1,-5%,i,?,-4%,-10%,-0.9,-3%,-7%[57.1 µM],0.3%
CC1CCN(CC(=O)Nc2ccc(S(=O)(=O)N3CCCC(C)C3)cc2)CC1 (stereo not given),5%,i,?,1%,-1%,-0.9,?,-5%,-0.1%
CC(C)Oc1ccc(C(=O)NCCNC(=O)c2ccco2)cc1,0%,i,?,2%,1%,1.1,-1%,3%,0.4%
O=C(NCc1ccc2c(c1)OCO2)c1cc(-c2ccccc2)c(N2CCOCC2)s1,17%,i,?,0%,-2%,-2.7,5%,-4%,-0.1%
Cc1ccc(C(O)c2ncc(-c3ccc(C(F)(F)F)cc3)[nH]2)cc1F (stereo not given),-4%,i,·,·,·,1.5,?,-20%,-1.7%[9.22 µM]
Cc1ccc(NC(=O)CSc2nc(-c3ccco3)cc(C(F)(F)F)n2)cc1C,3%,i,?,0%,?,-1.9,-19%&18%,1%,3.2%&2.5%

# Three compounds drawn at random from the list so far:
SMILES,EPAC2 agonist,pAkt inh,Nrf2 block,MmCpn inh,A549 tox,CCT chaperon mod,TGFb SMAD3 inh,EPAC2 antagonist,Nrf2 ARE act
CCOc1ccccc1/C=c1\sc2ncnn2c1=O,2%,i,?,2%,-18%,3.1,0%,6%[57.1 µM],0.6%
CC1CCN(CC(=O)Nc2ccc(S(=O)(=O)N3CCCC(C)C3)cc2)CC1 (stereo not given),5%,i,?,1%,-1%,-0.9,?,-5%,-0.1%
Cc1ccc(-c2cc3nc(-c4ccccc4)cc(NCCCO)n3n2)cc1,13%,i,·,·,·,0.6,-4%,-2%,3.8%

# Next section
SMILES,EPAC2 agonist,pAkt inh,Nrf2 block,MmCpn inh,A549 tox,CCT chaperon mod,TGFb SMAD3 inh,EPAC2 antagonist,Nrf2 ARE act
COc1cc(-c2cc(C(=O)OCC(=O)NC3CC3)c3ccccc3n2)cc(OC)c1OC,-3%,i,?,1%,1%,0.2,-4%,-20%,2.9%
O=C(CSc1nnc(NC2CCCCC2)s1)Nc1ccc(N2CCOCC2)cc1,4%,i,8%,0%,-1%,0.6,-11%,2%,1.4%
CC(CNC(=O)C1CCCCC1C(=O)O)c1ccccc1 (stereo not given),5%,i,-10%,0%,10%,0.0,-7%,11%,-0.2%
CCOC(=O)c1csc(NC(=O)c2cc(=O)c3ccccc3o2)n1,7%,i,21%,1%,6%,-2.3,-13%,-3%,1.9%
c1ccc(CNc2nc(NCC3CC3)nc3cc(-c4ccccc4)sc23)cc1,10%,i,·,·,·,1.1,?,13%,-3.8%
OC(c1ccc(F)cc1)c1nc(-c2ccncc2)cs1 (stereo not given),6%,i,·,·,·,-5.5,5%,6%,4.7%
Cc1cccc(Nc2ncc3c(n2)CC(C)CC3=O)c1 (stereo not given),-30%[inhibitor],i,?,0%,-4%,-0.9,-29%,4%,0.3%
O=C(C1CCC1)N1CCc2cc(S(=O)(=O)NCCN3CCN(c4ccccc4F)CC3)ccc21,17%,i,?,-4%,-6%,-2.7,-28%,-3%,0.2%
COc1cc(C(=O)O)nc2ccc([N+](=O)[O-])cc12,3%,i,-8%,1%,1%,-2.5,-7%,-5%,-0.8%
COc1ccc(CC(=O)NNC(=O)c2ccc(Br)s2)cc1OC,6%,i,?,2%,1%,-0.5,-3%,0%,0.0%
Cc1cc(C(F)F)n2nc(C(=O)Nc3ccccc3Br)nc2n1,-6%,i,-8%,-1%,2%,1.1,1%,12%,0.1%
Nc1ccn(CC(=O)NCCCc2ccccc2)c(=O)n1,2%,i,3%,0%,-6%,-0.3,7%,16%,0.4%

# Only part of the results is shown. The share of hits here may be higher or lower than overall.
